TAG inh = inhibitors of triacylglycerol accumulation; H9c2 cells, Nile Red lipid (TAG) fluorescence; cells loaded with 200 µM oleic acid; inhibition, % at 12.5 µM; 0.66% of 230,000 active; AID 651582;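 active means pattern-corrected inhibition of lipid staining of at least 50% with the nuclear-stain viability signal not falling by more than 50%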;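 further: 0% = DMSO wells and 100% = triacsin C control wells; some results filed as inactive read as strong as hits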
TAG inh DAPI viability = also measured in TAG inh; calls as there; DAPI nuclei signal change (viability), lower = more cytotoxic, %;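 whole-well DAPI fluorescence read on a plate reader as a viability signal; minus 50 percent equals half of cells still viable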
* marks the source's active call; other numbers are inactive results. An excerpt, so the mix of outcomes need not match the whole.

SMILES	TAG inh	TAG inh DAPI viability
Cc1cc(=O)n2[nH]c(C(=O)O)nc2n1	-17.5	11.6
Cc1ccccc1N(C(=O)Cn1nnc2ccccc21)C(C(=O)NCc1ccco1)c1ccncc1 (stereo not given)	2.6	-0.8
COC(=O)c1ccccc1NC(=O)C12CC3CC(C1)CC(n1cnc(Cl)n1)(C3)C2	19.9	-5.7
COc1ccc(NC(=O)C2(C)CCN2C2Cc3ccccc3C2)cc1OC (stereo not given)	-4.9	6.2
Cc1onc(-c2c(F)cccc2Cl)c1C(=O)NCc1ccccc1	-11.7	-0.8
Cc1nc(N/N=C/c2ccccc2)nc(N(C)c2ccccc2)c1[N+](=O)[O-]	1.3	24.2
CCCNC(=O)N(C)C[C@H]1Oc2cc(Br)ccc2S(=O)(=O)N([C@@H](C)CO)C[C@@H]1C	-5.1	-1.5
Cc1cc(NC(=O)COC(=O)COc2cccc3c2OC(C)(C)C3)no1	-15.2	12.9
CC(c1cccs1)N(Cc1ccco1)C(=S)Nc1ccc(F)c(Cl)c1 (stereo not given)	2.5	0.0
Cc1ccc(C)c(N=Cc2c(O)c3ccccc3oc2=O)c1	1.5	-3.0
O=C(c1ccccn1)C1CCCN(Cc2cn[nH]c2-c2cc3ccccc3o2)C1 (stereo not given)	3.9	27.1
CCOC(=O)c1c(C)oc2c1c(C=NCCO)c(O)c1ccccc12	5.4	6.0
COCc1ccc(CN2CCC(CO)(CC3CCCCO3)CC2)o1 (stereo not given)	-0.8	1.6
CC(C)(C)OC(=O)C[C@H]1C/C=C\C[C@H](CC(=O)NCCO)C(=O)NC[C@@H](c2ccccc2)OC1=O	-18.4	-1.9
COc1ccc(C/C(N)=N/OC(=O)c2ccco2)cc1OC	8.8	-3.0
CSc1nc(Sc2ccc(Cl)cc2)c2ccccc2n1	-2.5	-2.4
Cc1ccc(C(=O)O)cc1NC(=O)C1CCCN1S(=O)(=O)c1cccc2nsnc12 (stereo not given)	1.1	-1.7
Cc1cccc(/C=C2/S/C(=N/N=C3\CC4CCC3(C)C4(C)C)NC2=O)c1 (stereo not given)	6.3	6.2
Cc1c2cnn(-c3ccccc3)c(=O)c2c(C)n1CCCC(=O)N1CCN(C2CCCCC2)CC1	0.6	2.2
CCC(=O)N/N=C/c1ccc(OS(=O)(=O)c2ccccc2)cc1	-10.9	-2.2
CCOC(=O)C1CCN(C(=O)c2ccc(OCC(=O)Nc3cccc(C(F)(F)F)c3)c(OC)c2)CC1	-27.6	-6.5
CCC1Oc2ccc(C)cc2N(CC(=O)N2CCCC2)C1=O (stereo not given)	-15.1	5.2
O=c1c2ccccc2nc(SCc2ccccc2)n1Cc1ccco1	0.1	-2.6
COc1cc(C2C3=C(COC3=O)Oc3cc4c(cc32)OCO4)cc(OC)c1OC(C)=O (stereo not given)	25.2	-15.1
CCCC(=O)n1nc(-c2cccnc2)nc1NCc1cccs1	0.6	3.7
Cc1ccc(S(=O)(=O)CCC(=O)NCc2ccc(Cl)cc2)cc1	-3.6	0.9
CCN1CCCC1CN(Cc1cc2cc(C)ccc2[nH]c1=O)C(=O)Nc1ccccc1OC (stereo not given)	17.7	12.2
c1ccc(Cn2c(Nn3cnnc3)nc3ccccc32)cc1	-0.1	9.3
COc1nc(-c2ccccc2)c2cc(C)ccc2n1	-5.6	6.7
O=C(O)C(Cc1ccccc1)N1C(=O)C2C3CCC(C3)C2C1=O (stereo not given)	-0.2	-1.1
CC(C)C(=O)NC(=S)/C=C1/N(C)c2ccccc2C1(C)C	-82.6	-7.1
CCCCn1c(N)c(N(CCOC)C(=O)c2ccc(S(=O)(=O)N3CCC(C)CC3)cc2)c(=O)[nH]c1=O	-21.3	6.0
O=C(Nc1ccc(O)cc1)/C(=C/c1ccco1)NC(=O)c1ccccc1	-11.5	1.3
Cc1cc(C)n(-c2ccc(Cl)c(C(=O)O)c2)n1	8.1	0.5
CCOC(=O)C1CCN(C(=O)Nc2cc(Cl)cc(Cl)c2)CC1	-3.4	-3.2
O=C(NC1CCCCC1)C1CCC(=O)N(C2CC2)C1 (stereo not given)	-4.8	-0.2
O=C(O)c1cc(-c2ccc(O)cc2)on1	3.8	-1.4
O/N=C/c1nc2cc(Cl)ccc2o1	-8.6	7.2
COc1ccc(Cl)cc1N(C)C(=O)CCc1nc(-c2ccc(C)cc2)no1	4.1	-7.5
O=C(CC(CC(=O)c1ccccc1)c1ccco1)c1ccccc1	-5.8	4.4
CC1(C(=O)NCc2ccccn2)CCN1C(=O)Cc1ccc(Cl)cc1Cl (stereo not given)	-3.6	-4.0
Cc1nsc2nc3c(F)c(F)c(F)c(F)c3cc12	-6.0	-2.0
Cc1ccc(-n2nnnc2Sc2nc([N+](=O)[O-])nn2C)c(C)c1	-16.0	-9.2
COc1cc(/C=C/C(=O)O)cc(S(=O)(=O)NNC(=O)c2cc(C)oc2C)c1OC	-7.1	1.6
Cc1ccc(O)c(NC(=S)NC(=O)c2ccc(-c3ccc(Cl)cc3)o2)c1	10.6	-1.8
O=C(COC(=O)/C=C/c1ccc(S(=O)(=O)N2CCOCC2)cc1)NCc1ccc(Cl)cc1	5.5	-3.1
CC(=O)N1CCc2cc(Br)cc(S(=O)(=O)NCCN3CCCCC3C)c21 (stereo not given)	19.1	-9.1
Cc1noc(C)c1S(=O)(=O)N1CCCC(C(=O)Nc2cccnc2)C1 (stereo not given)	-0.5	-10.4
COc1ccc(C(=O)N/C(=C\c2cc(OC)c(OC)cc2[N+](=O)[O-])C(=O)NCCO)cc1	-18.9	9.0
CCOc1ccc(NC(=S)N(CCN2CCOCC2)Cc2cc3cc4c(cc3[nH]c2=O)OCCO4)cc1	-0.3	8.0
Cc1cccc(NC(=O)C2CCN(S(=O)(=O)c3cccc4cccnc34)CC2)c1	18.9	-1.7
Cc1ccc(CN2CCN(Cc3cn[nH]c3-c3cccc(F)c3)CC2CCO)o1 (stereo not given)	-22.8	22.8
CC(=O)OCC(=O)[C@H]1CC[C@H]2[C@@H]3CCC4=CC(=O)CC[C@]4(C)[C@H]3CC[C@]12C	10.4	7.4
O=C(NC1CCCCC1c1ccccc1)c1ccccc1 (stereo not given)	-9.6	-7.5
CN(C)CCNc1ncnc2c1ncn2[C@H]1CN(C)C[C@@H](CO)O1	5.5	0.3
CC(C)CC(N)c1csc(NC(=O)Nc2ccccc2-c2ccccc2)n1 (stereo not given)	107.4	-66.8
CC(=O)c1sc(NC(=O)C2CCN(C(=O)c3ccccc3C)CC2)nc1-c1ccccc1	8.1	1.1
O=C1c2cccc(OCC(=O)N3CCCc4ccccc43)c2CCN1Cc1ccccc1	0.1	-6.3
O=C(Nc1cccc(Cl)c1)c1cnccn1	8.1	0.1
Cn1c(N)c(C(=O)COC(=O)c2ccc(-c3ccccc3)cc2)c(=O)n(C)c1=O	-11.1	2.5

(more compounds)
SMILES	TAG inh	TAG inh DAPI viability
O=C(Cc1ccc([N+](=O)[O-])cc1)N1CCCCCC1	-9.7	-7.7
Cc1cc(F)ccc1NCc1cccnc1	-5.3	9.6
Cc1cc(C)n2ncc(C(=O)NCc3ccc(Cl)cc3)c2n1	20.7	-13.2
COc1ccc2c(c1)CC/C(=C\C=C\c1ccccc1)C2=O	15.6	-9.9
CCc1noc(C)c1C(=O)OCC(=O)N(CC)c1c(N)n(Cc2ccccc2)c(=O)[nH]c1=O	15.5	-5.7
CC[N+](CC)(CC)CCC(O)(c1ccccc1)C1CCCCC1 (stereo not given)	2.3	-6.5
CC(NC(=O)CNC(=O)OCc1ccccc1)C(=O)N1CC(O)CC1C(=O)OCc1ccccc1 (stereo not given)	1.8	10.0
Cc1ccc(C(=O)Cc2ccccc2)cc1	11.3	0.0
Cc1cc(C(=O)C(C)OC(=O)c2ccc(NC(=O)CC#N)cc2)c(C)n1-c1ccc(OC(F)F)cc1 (stereo not given)	3.2	0.6
CCOC(=O)CSc1ncnc2c(C(=O)OCC)c3n(c12)CCC3	27.4	1.0
COC(=O)C(NC(=O)c1ccc(C)cc1)(Nc1cccc(C)n1)C(F)(F)F (stereo not given)	20.6	-12.5
Cc1cc(C)c2c(N)c(C(=O)c3ccc(Br)cc3)oc2n1	25.6	-12.5
COCCCNCC#CCOc1ccc(OC)cc1	6.9	-1.7
C=CCc1cc(Cl)ccc1OCCOCCN(C)C	26.3	2.4
COc1ccc(C(=O)NC(=S)Nc2ccc(CN3CCCCC3)cc2)cc1Cl	16.0	17.3
Cc1ccc(C(=O)NC(=S)NCc2ccccc2)cc1Br	0.2	-4.7
O=C(NCc1ccccc1)/C(=C\c1ccc(O)cc1)NC(=O)c1ccco1	4.1	1.6
CC(C)C(=O)Nc1nnc(CCN2CCOCC2)s1	-6.4	5.0
COc1ccc(NC(=O)NC(=O)c2cc(OCC(F)(F)F)ccc2OCC(F)(F)F)cc1	13.2	6.4
O=C1CCC/C(=N\NC(=O)COc2ccc(Cl)cc2)C1	-5.1	6.4
CC(=O)c1cn(C)c(=O)n(C)c1=O	-2.7	-1.5
CC(OC(=O)Cc1n[nH]c(=O)c2ccccc12)C(=O)Nc1ccc(F)cc1 (stereo not given)	-2.4	-4.4
OC(COc1ccc(OCC(O)CN2CCN(Cc3ccccc3)CC2)cc1)CN1CCN(Cc2ccccc2)CC1 (stereo not given)	1.1	17.0
CCOC(=O)C1(Cc2cccc(F)c2)CCN(C(=O)COC)CC1	-3.1	4.6
CN(C)C(=S)NC(C)(C)C	-8.9	7.2
O=[N+]([O-])c1ccc(Oc2cccnc2)c([N+](=O)[O-])c1	-9.7	7.0
CCCOP(=O)(c1ccc(N(C)C)cc1)C(O)c1cc(OC)c(OC)c(OC)c1 (stereo not given)	-7.3	-2.6
CCc1noc(C)c1C(=O)OCC(=O)N(CCOC)c1c(N)n(Cc2ccccc2)c(=O)[nH]c1=O	9.5	-0.7
COc1ccc(/C=C/C(=O)Nc2cc(S(=O)(=O)N3CCOCC3)ccc2C)cc1OC	15.0	13.2
CCCNC(=O)c1ccc(Cn2cc(C(F)(F)F)ccc2=O)cc1	6.0	-0.7
O=C(CN1C(=O)c2ccccc2S1(=O)=O)c1ccccc1Cl	3.3	3.7
CCOc1ccccc1N(C)C(=O)c1cc2c(=O)n(CC)c3ccccc3c2s1	-2.9	1.4
COc1ccc(/C=N/OC(=O)Nc2ccc(Cl)cc2)c(OC)c1	-5.1	10.9
COc1ccc(-c2c(C#N)c(N)nc3c2CCC3)cc1	10.1	18.6
CC1C2CCC(C2)C1OC(=O)c1ccccc1C(=O)O (stereo not given)	-7.4	-9.3
Cc1ccc(NC(=O)CCCSc2nc3ccccc3[nH]2)cc1	12.8	-4.5
CCCCS(=O)(=O)/C=C/[C@H]1[C@H](S(=O)(=O)CCCC)[C@H]2C=C[C@@H]1C2	-18.8	4.2
Cc1cc(C(=O)CCC(=O)N2CCN(S(=O)(=O)c3cccs3)CC2)c(C)s1	0.1	5.1
Cc1oc(-c2cccc(C(F)(F)F)c2)nc1CN1CCOCC1	-8.4	0.4
Cc1ccc(CNC(=O)C(=O)NCC2CCCN2S(=O)(=O)c2cccs2)cc1 (stereo not given)	12.2	-1.6
CC(C)Oc1cc(O)c2c(=O)c(-c3ccc(O)cc3)coc2c1	1.8	-4.2
CCOC(=O)Cn1c(C)[n+](C)c2cc(Cl)c(Cl)cc21	4.4	-0.9
CCc1cc2c(SCC(=O)NC3CC3)ncnc2s1	10.1	1.2
Cc1ccc(C(CC(=O)N2CCOCC2)c2ccco2)cc1 (stereo not given)	-4.0	1.8
CCOc1cc(OCC)cc(C(=O)NCCCN2CCOCC2)c1	14.1	-12.2
Cc1ccc(NC(=O)Cc2ccsc2)cc1S(=O)(=O)N1CCOCC1	-10.9	4.5

Screens from PubChem BioAssay.
